# NS3h inh CB: HCV NS3 helicase inhibitors, primary screen, biochemical, fluorescence polarization, ChemBridge library; NS3h Cy5-dT15 DNA binding; inhibition, % at 100 µM; 16,000 compounds, 1.6% hits; AID 687043, 2013;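 active means inhibition above the average over every tested compound plus 3 SD, cut at about 40% in these data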
# Cy5 interf NS3h: Cy5 fluorescence quenchers or enhancers, artefact control for HCV NS3 helicase inhibitor project, biochemical, ChemBridge library, Cy5 readout; Cy5-dT15 DNA with NS3h, fluorescence interference; actives lie on both sides; signal over control mean, under 1 quenches; fluorescence interference ratio at 100 µM; 16,000 compounds, 6% hits;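 active means compound fluorescence over control fluorescence at most 0.8, a quencher, or at least a set upper limit, an enhancer; inactive means ratio between 0.8 and the set upper limit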
# The depositor's hits bear a star.
SMILES	NS3h inh CB	Cy5 interf NS3h
CC1=C(C(=O)OCCc2ccccc2)C(c2coc3ccccc3c2=O)C2=C(CC(C)(C)CC2=O)N1 (centres undefined)	0	1.1
Cc1ccc(S(=O)(=O)Nc2ccccc2-c2nc3ccccc3c(=O)[nH]2)cc1	1	1
COc1ccc(C=O)c2c(O)cccc12	13	1.1
COc1ccc(/C=C/C(=O)c2cccc(Br)c2)cc1[N+](=O)[O-]	0	0.96
O=C(Nc1ccccc1C(=O)N1CCOCC1)c1ccco1	0	1
COc1cc(NC(=O)c2cccs2)ccc1NC(=O)c1cc2ccccc2o1	3	0.99
S=C1NC(c2ccccc2)=NCN1c1ccc(Br)cc1	27	0.68*
CC(C)C(=O)Nc1ccc2oc(-c3cccc4ccccc34)nc2c1	3	0.97
O=C(O)c1ccccc1NC1=C(Cl)C(=O)N(c2ccc(Br)cc2)C1=O	8	1
Cc1ccc(OCC(=O)Nc2ccc(O)c(-c3nc4cc(C)c(C)cc4o3)c2)cc1C	15	1.1
Cc1ccc(OCCNc2cc(N3CCN(C)CC3)ccc2[N+](=O)[O-])cc1C	21	0.61*
CCOc1ccc(NC2(c3ccccc3)C(=O)c3ccccc3C2=O)cc1	20	1.1
Cc1ccc(-n2c(=O)c3c4c(sc3n3c(SCC(N)=O)nnc23)CCCC4)cc1	-3	1.1
CCOc1cc(C2C3=C(CC(C)(C)CC3=O)NC3=C2C(=O)c2ccccc23)ccc1O (centres undefined)	4	1.2*
CCOC(=O)c1c(NC(=O)/C=C/c2cccs2)sc2c1CCC2	9	1.1
CN(C)/C=C\C=C\C(=O)C1C2CC3CC(C2)CC1C3 (centres undefined)	9	0.94
CC(=O)Nc1ccc(NC(=O)c2cc(-c3ccccc3)nc3ccccc23)cc1	0	1
COc1ccccc1/C=N\n1cnnc1	4	0.99
CCC(=O)NC(=O)NC(Cc1ccccc1)Cc1ccccc1	12	1
CC1S/C(=N\N=C/c2ccc(Cl)cc2)NC1=O (centres undefined)	-6	0.95

# (more compounds)
SMILES	NS3h inh CB	Cy5 interf NS3h
O=C(c1ccccc1)c1ccc(N2CCN(C(=O)c3ccccc3)CC2)c(F)c1	16	0.98
COc1ccc(NC(=O)CSC(N)=O)cc1	-18	1.1
COC(=O)C1=C(C)N(CC(C)C)C(=O)/C1=C\c1cccc(OC)c1O	12	1
Cc1ccc(NC(=O)c2c(-c3ccccc3Cl)noc2C)c(C)c1	14	0.94
Cc1ccc(Cc2ccccc2C(=O)O)cc1Cl	1	0.98
CN1C(=O)/C(=c2\sc3nc(-c4ccccc4)c(-c4ccccc4)n3c2=O)c2ccccc21	4	0.92
CN1C(=O)C(=Cc2cc([N+](=O)[O-])ccc2O)C(=O)N(C)C1=O	20	0.99
N/C(Cc1ccc([N+](=O)[O-])cc1)=N/OC(=O)c1ccccc1Br	10	1.1
CCOc1ccc(S(=O)(=O)Nc2c(C)cc(C)cc2C)cc1	4	0.96
CS(=O)(=O)N1CCN(c2ccc([N+](=O)[O-])c(NCc3ccccc3)c2)CC1	6	1
O=C1NC(=S)S/C1=C\c1ccc(O)c(O)c1	27	1
COc1ccc(/C=C2/SC(=S)N(Cc3ccccc3)C2=O)c2ccccc12	10	1.1
CCCC1=NN(C(=O)Cc2ccccc2)C(O)(C(F)(F)F)C1 (centres undefined)	7	0.92
O=C1CC(c2ccc(Cl)cc2)CC2=C1C(c1ccc3c(c1)OCO3)Nc1ccccc1N2 (centres undefined)	9	1.1
CCOC(=O)c1sc(NC(=O)c2cncc(Br)c2)c(C(=O)OCC)c1C	0	1.1
O=C(Nc1ccc(-c2cnc(-c3ccc(NC(=O)c4ccccc4)cc3)nc2)cc1)c1ccccc1	3	0.95
CC1=C(C(=O)Nc2ccccc2)C(c2cccs2)n2c(s/c(=C\c3cccs3)c2=O)=N1 (centres undefined)	7	0.97
CCOc1ccc(S(=O)(=O)N(CC(=O)N(CC)CC)c2ccc(C)cc2)cc1	6	1
CCN(CC)c1ccc(C2Nc3ccccc3NC3=C2C(=O)CC(c2ccccc2)C3)cc1 (centres undefined)	31	0.92
COc1ccc(CCNC(=O)COc2ccc(C)cc2)cc1	7	1

# Rewritten with values ahead of the structure: part of the list above
NS3h inh CB	Cy5 interf NS3h	smiles
27	1	O=C1NC(=S)S/C1=C\c1ccc(O)c(O)c1
10	1.1	COc1ccc(/C=C2/SC(=S)N(Cc3ccccc3)C2=O)c2ccccc12
7	0.92	CCCC1=NN(C(=O)Cc2ccccc2)C(O)(C(F)(F)F)C1 (centres undefined)
9	1.1	O=C1CC(c2ccc(Cl)cc2)CC2=C1C(c1ccc3c(c1)OCO3)Nc1ccccc1N2 (centres undefined)

# The list goes on:
SMILES	NS3h inh CB	Cy5 interf NS3h
CCOC(=O)c1c(C)n(C)c2cc(Br)c(C(=O)Oc3ccccc3)cc12	14	0.96
Cc1ccc(CN2CCN(N=Cc3ccccc3OCC(=O)O)CC2)c(C)c1	0	1.1
CC(=O)C1=C(C)NC(C)=C(C(C)=O)C1c1ccc(-c2ccccc2[N+](=O)[O-])o1	14	0.83
COC(=O)CN(c1ccc(Br)cc1)S(C)(=O)=O	9	0.99
O=C(c1ccccc1O)N1N=C(c2ccc(Br)cc2)CC1(O)C(F)(F)F (centres undefined)	5	0.92
CC(=O)N/C(=C\c1cccc([N+](=O)[O-])c1)C(=O)NC(C)C	6	1
C=CCSc1nc2ccccc2n1C(=O)C1C(C=C(Cl)Cl)C1(C)C (centres undefined)	12	0.87
COc1cc([N+](=O)[O-])ccc1-c1ccc(CO)o1	4	0.89
Oc1cc(OCc2ccccc2Cl)ccc1-c1[nH]ncc1-c1ccccc1	2	1
O=C1C(=Cc2ccccc2F)C(=O)c2ccccc21	61*	0.99
CC(=O)N=C1SC2CS(=O)(=O)CC2N1c1c(Cl)cccc1Cl (centres undefined)	12	1.3*
COc1ccc(CCNC2=CC(=O)CC(c3ccccc3)C2)cc1OC (centres undefined)	-3	0.9
COc1ccc(CNC(=O)CN(c2ccccc2OC)S(=O)(=O)c2ccccc2)cc1	15	0.87
COc1ccc(N(CC(=O)NCCc2ccc(OC)c(OC)c2)S(=O)(=O)c2ccc(OC)c(OC)c2)cc1	24	1.2*
Cc1cc(C)c(N=Cc2c(C)[nH]n(-c3ccccc3)c2=S)c(C)c1	23	1.1
Cc1cc(/C=N\n2cnnc2)c(C)n1-c1ccc(F)cc1	0	1.2
Cc1nnc(SCc2c(Cl)cccc2Cl)s1	-2	1
CCCOc1ccc(/C=C2/C(=O)NN(c3ccccc3)C2=O)cc1OC	4	1
O=C(COc1ccc(Cl)cc1)NCCCn1ccnc1	6	1
CCc1ccc(S(=O)(=O)Nc2ccccc2OC)cc1	9	0.99

# Additional compounds:
SMILES	NS3h inh CB	Cy5 interf NS3h
COc1ccc(/C=C/C(=O)NC(=S)n2cnc3ccccc32)cc1OC	3	1
Cc1ccc(C(=O)Nc2ccc3oc(-c4cccc(Br)c4)nc3c2)cc1[N+](=O)[O-]	-30	0.93
COC(C)(C)C(=O)CC(=O)C(C)(C)C	-4	1
COc1ccc2oc(=O)c(C(N)=O)cc2c1	3	1
COc1ccc(OCC(=O)Nc2ccc(NC(=O)c3ccco3)c(OC)c2)cc1	-11	1.1
O=C(O)CCCN1C(=O)/C(=C\c2ccc(-c3ccccc3[N+](=O)[O-])o2)SC1=S	37	0.82
O=C1C2C3C=CC(C3)C2C(=O)N1/N=C\c1ccc(I)o1 (centres undefined)	7	1
CN1CCN(C(=O)c2ccccc2NC(=O)c2cccnc2)CC1	0	1.1
Cc1ccc(-c2ccc(OC(=O)c3ccco3)cc2)cc1	9	1
CCOC(=O)c1c(C)[nH]c(C=C2C(=O)C=Cc3ccccc32)c1O	-8	0.43*
Cc1ccc(OCCOCCOc2ccc(Br)cc2/C=C2/SC(=S)NC2=O)cc1	25	0.98
O=C(/C=C/c1ccccc1)NC(=S)Nc1ccccc1O	1	1.1
COc1ccc2nc(NC(=O)CN3C(=O)c4ccccc4C3=O)sc2c1	6	1
CC(C)CNC(=O)c1ccc2c(c1)C(=O)N(CC(C)C)C2=O	5	1
Cc1cc(C)c(N(C=O)C(=O)C2C(C)C3C=CC2C32CC2)c(C)c1 (centres undefined)	12	1
COC(=O)c1ccc(-c2ccc(CO)o2)cc1	-2	0.94
CC(C)CC(=O)Nc1ccccc1C(=O)Nc1ccc(C(=O)O)cc1	-1	1
COc1ccc(C(=O)N/C(=C\c2ccc(Cl)cc2)C(=O)NCc2ccncc2)cc1	1	0.97
COc1ccc(C2C(C(C)=O)=C(Nc3ccccc3)CC(C)(O)C2C(C)=O)cc1OC (centres undefined)	-10	1
Cc1cc(=O)oc2ccc(OCC(=O)O)cc12	-4	1.1

# Remaining list, next part.
SMILES	NS3h inh CB	Cy5 interf NS3h
O=[N+]([O-])c1cc(C(F)(F)F)ccc1NCCCCNS(=O)(=O)c1ccccc1	18	0.83
Cc1ccc(OCc2nnc(NC(=O)Nc3cccc(Cl)c3)s2)cc1C	-4	1.1
COc1cc(/C=N\N2C(=O)C3C4C=CC(CC4)C3C2=O)cc(I)c1OC (centres undefined)	14	1
COc1ccc(OC)c(N(CC(=O)Nc2ccc(C(C)C)cc2)S(C)(=O)=O)c1	0	0.99
CC1(C)CC(=O)C2=C(C1)OC(N)=C(C#N)C21CCCCC1	7	0.98
O=C(N1CCSCC1)C(F)(F)C(F)(F)C(F)(F)C(F)(F)F	12	0.8*
CCOc1ccccc1C1Nc2ccccc2NC2=C1C(=O)CC(c1ccc(OC)c(OC)c1)C2 (centres undefined)	9	0.98
Cc1ccc(/C(N)=N\OC(=O)c2cccc(F)c2)cc1	8	1
O=C(COc1ccc(Br)cc1)Nc1cccc2nsnc12	6	1.1
COc1ccc(C2C(=C(O)c3ccc(Br)cc3)C(=O)C(=O)N2CCc2ccccc2)cc1OC (centres undefined)	7	0.97
CCOC(=O)c1[nH]c(=O)[nH]c1Cn1nc(C)cc1C	-12	1
O=C(CN(c1cccc(Br)c1)S(=O)(=O)c1ccccc1)Nc1cccc2ccccc12	10	1
CC(O)CNC(=O)C(=O)Nc1ccc(F)cc1 (centres undefined)	3	1
O=C(O)c1ccc(Nc2nc(-c3ccc(Br)cc3)cs2)cc1	6	0.99
O=C1C(=Cc2ccccc2Br)C(=O)c2ccccc21	74*	0.91
O=[N+]([O-])c1ccc(Oc2ccc(S(=O)(=O)N3CCOCC3)cc2)cc1	12	1
O=C(O)CN=C(NS(=O)(=O)c1ccccc1)c1ccccc1	2	0.96
CCOC(=O)COc1ccc2c(oc(=O)c3ccccc32)c1C	10	1.1
CC(C)c1ccc(C2C(=C(O)c3ccccc3)C(=O)C(=O)N2CCN(C)C)cc1 (centres undefined)	-3	0.97
COc1ccc(/C=C(\NC(=O)c2ccc(C)cc2)c2nc(=S)[nH][nH]2)cc1OC	14	0.93

# Complete entries from above. Order of screens: NS3h inh CB	Cy5 interf NS3h
# Record of CCOc1ccccc1C1Nc2ccccc2NC2=C1C(=O)CC(c1ccc(OC)c(OC)c1)C2 (centres undefined) = 9	0.98
# Record of Cc1ccc(/C(N)=N\OC(=O)c2cccc(F)c2)cc1 = 8	1
# Record of COc1ccc(OC)c(N(CC(=O)Nc2ccc(C(C)C)cc2)S(C)(=O)=O)c1 = 0	0.99
# Record of O=C(O)c1ccc(Nc2nc(-c3ccc(Br)cc3)cs2)cc1 = 6	0.99
# Record of O=[N+]([O-])c1cc(C(F)(F)F)ccc1NCCCCNS(=O)(=O)c1ccccc1 = 18	0.83

# Next section:
SMILES	NS3h inh CB	Cy5 interf NS3h
COc1cc(NC(=O)c2cccc(Br)c2)ccc1NC(=O)c1ccco1	1	1
O=C(c1ccc(F)cc1)N1CCN(C(=O)c2ccc([N+](=O)[O-])cc2)CC1	7	1.1
CN(C)/C=C1\N=C(c2ccc(Cl)cc2Cl)OC1=O	4	1
COc1cc(/C=C2/SC(=S)NC2=O)ccc1OC(=O)c1ccccc1Br	42*	1.1
CCOC(=O)c1ccc(NC(=O)COc2ccc(OC)cc2)cc1	14	0.99
Cc1ccc(NC(=S)NC2CCCCC2)cc1	5	0.95
CCOC(=O)c1ccccc1NC(=O)c1cc(Cl)ccc1[N+](=O)[O-]	14	0.99
Cc1ccc(S(=O)(=O)Nc2cccc(-c3csc(-c4ccccc4)n3)c2)cc1[N+](=O)[O-]	2	1
CCOc1cc(/C=C2\C=C(c3ccc(OC)cc3)OC2=O)ccc1OC(C)=O	8	1.1
COc1ccc(CC(=O)Nc2ccccc2C(=O)NCC(C)C)cc1	0	1.1
O=C1N=c2ccccc2=C1c1sc(=S)n(-c2ccc(F)cc2)c1O	-5	0.99
O=C1CCCCCC1CN1CCCCC1 (centres undefined)	-8	0.88
O=C1/C(=C/c2ccc(Br)o2)Sc2ccccc21	13	1
Cc1ccc(S(=O)(=O)Nc2ccccc2I)cc1[N+](=O)[O-]	10	0.95
O=C(Nc1cccc(C(F)(F)F)c1)Nc1ccc(Cl)c(Cl)c1	3	1.1
COc1ccc(N(CC(=O)Nc2ccc(Br)cc2)S(C)(=O)=O)cc1	6	1
COC(=O)c1ccc(N/C=C\C(=O)c2ccc3c(c2)OCO3)cc1	13	0.99
CCCCOc1ccc(C(=O)NCCc2ccccc2)cc1	12	1.1
O=C(COc1ccc(/C=N\NS(=O)(=O)c2ccccc2)cc1)Nc1ccccc1	11	0.96

# Compounds as they come; 7% or so of the library scored in one or more.
